PLCg1 inh: PLC-gamma1 (human) inhibition, primary screen; inhibition, % at 12.2 µM; P19174; purified PLC-gamma1, fluorogenic substrate, fluorescence; 370,000 compounds, 0.84% hits; in the data active = inhibition above about 9.5%
MBD2 DNA inh: blocks human MBD2 binding to methylated DNA | Q9UBB5 | TR-FRET, MBD2 binding to methylated oligonucleotide | inhibition, % at 4.4 µM | 370,000 compounds, 0.31% hits; in the data active = inhibition above about 13%
Target sequence (Q9UBB5 whole entry, looked up): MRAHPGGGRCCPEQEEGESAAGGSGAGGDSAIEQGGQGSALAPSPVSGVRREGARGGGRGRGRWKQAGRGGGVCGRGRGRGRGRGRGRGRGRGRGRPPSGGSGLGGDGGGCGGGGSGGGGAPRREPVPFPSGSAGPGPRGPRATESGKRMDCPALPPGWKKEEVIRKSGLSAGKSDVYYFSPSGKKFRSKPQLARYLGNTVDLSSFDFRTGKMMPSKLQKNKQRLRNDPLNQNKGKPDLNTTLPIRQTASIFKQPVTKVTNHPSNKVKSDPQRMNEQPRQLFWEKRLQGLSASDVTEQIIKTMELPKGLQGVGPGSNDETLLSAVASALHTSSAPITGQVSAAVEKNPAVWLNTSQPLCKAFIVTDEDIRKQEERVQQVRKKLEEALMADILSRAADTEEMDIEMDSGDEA
KLK7 zymogen act: activators of human kallikrein-7 zymogen. purified proKLK7, EDANS-DABCYL substrate fluorescence; 100% is mature enzyme control, 0% vehicle. P49862. 370,000 compounds, 0.9% hits. activation, % at 7 µM;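 active = activation above the mean of all tested compounds plus 3 SD, computed per campaign excluding outliers beyond control limits, cut at about 13% in these data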
ARFGAP1 inhibitor: inhibits rat ARF GTPase activating protein 1; Q62848; 360,000 compounds, 0.26% hits; inhibition, % at 16.5 µM; Arfgap1-stimulated ARF1 GTP hydrolysis, GDP FP detection;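 active = inhibition above a per-plate limit, mean inhibition of low control wells plus 3 SD, cut at about 25% in these data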;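 note: 0% = DMSO wells with enzyme and 100% = wells lacking Arfgap1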
Target sequence (Q62848 1-136 limits assumed): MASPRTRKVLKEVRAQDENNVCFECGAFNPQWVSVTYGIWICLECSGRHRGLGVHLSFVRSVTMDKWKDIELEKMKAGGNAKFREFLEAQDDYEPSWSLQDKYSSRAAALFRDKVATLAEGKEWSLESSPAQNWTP
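System: truncated rat Arfgap1 GAP domain / Benchmarks: high control wells lacking Arfgap1, low control full reaction with DMSO / Times: compound-enzyme preincubation 20 min, reaction 120 min, detection 60 min, 25 °C / Repeats: one replicate per compound / Also added: human ARF1(Δ1-17)-GTP substrate / Measured by: Tracer-displacement fluorescence polarization with EDTA stop, 620/688 nm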
PLC-beta3 inh: inhibitors of human phospholipase C beta3. Purified PLC-beta3, fluorogenic substrate, fluorescence. AID 720704. Q01970. inhibition, % at 12.2 µM. 370,000 compounds, 0.18% hits; in the data active = inhibition above about 11%;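 note: 0% = median of compound wells on plate and 100% = full blocker control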
ADAM17 inh: ADAM17 inhibition, QFRET primary screen | AID 720648 | inhibition, % at 6.95 µM | recombinant ADAM17, EDANS/DABCYL FRET peptide cleavage | P78536 | 370,000 compounds, 0.83% hits;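 active = inhibition above the mean of compounds lying between control limits plus 3 SD, set per campaign, cut at about 8.5% in these data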;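 note: 0% = DMSO-only wells as the low control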
Tn7 DDE FP: inhibitors of Tn7 peptide binding to human fibrin DD(E); FP displacement of FITC-Tn7 peptide from fibrin DD(E); 0% = median of compound wells per plate; inhibition, % at 8.3 µM; 370,000 compounds, 0.13% hits; AID 720508;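 active = inhibition above the mean of compounds falling within the control limits plus 3 SD of them, cut at about 14% in these data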;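 note: 0% = plate median of compound wells and 100% = 10 µM Aha-Tn7 peptide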
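system = human fibrin DD(E) protein | quantity = DD(E) 2 µM final | medium = Tris/NaCl/CaCl2 buffer, pH 7.8 | also added = labelled Tn7 tracer, 0.1 µM | compound dosing = single point at 8.3 µM | timing = compound with protein 10 min, then 3 h after probe, room temperature | signal = FP measurement | benchmarks = Aha-Tn7 high control | repeats = one replicate per compound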
UHRF1 binding: blocks human UHRF1 binding to methylated DNA; Q96T88; UHRF1 binding to methylated oligo, TR-FRET; inhibition, % at 4.4 µM; 370,000 compounds, 0.75% hits; AID 687016; in the data active = inhibition above about 21%;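 note: UHRF1 SRA domain binding a hemimethylated CpG hairpin DNA probe; 0% = median of test compound wells and 100% = reference inhibitor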
DDE Tn6 FP inh: disrupts Tn6 cyclic peptide binding to fibrin D-Dimer-E complex; P02675; Fibrin DD(E) TRITC-Tn6 fluorescence polarization displacement; inhibition, % at 8.3 µM; 370,000 compounds, 0.21% hits;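 active = inhibition above a per-campaign cutoff: mean of compounds within control limits plus 3 SD, cut at about 15% in these data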;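 note: 0% = median of all compound wells on the plate and 100% = blocking peptide control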
ASAP1 GAP inh: inhibitors of human ASAP1 ArfGAP activity; AID 624377; ASAP1-stimulated ARF1 GTP hydrolysis, GDP FP detection; 360,000 compounds, 0.19% hits; inhibition, % at 16.5 µM; in the data active = inhibition above about 25%;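 note: 0% = vehicle with enzyme and substrate and 100% = no enzyme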
Target sequence (Q9ULH1 325-724 limits assumed): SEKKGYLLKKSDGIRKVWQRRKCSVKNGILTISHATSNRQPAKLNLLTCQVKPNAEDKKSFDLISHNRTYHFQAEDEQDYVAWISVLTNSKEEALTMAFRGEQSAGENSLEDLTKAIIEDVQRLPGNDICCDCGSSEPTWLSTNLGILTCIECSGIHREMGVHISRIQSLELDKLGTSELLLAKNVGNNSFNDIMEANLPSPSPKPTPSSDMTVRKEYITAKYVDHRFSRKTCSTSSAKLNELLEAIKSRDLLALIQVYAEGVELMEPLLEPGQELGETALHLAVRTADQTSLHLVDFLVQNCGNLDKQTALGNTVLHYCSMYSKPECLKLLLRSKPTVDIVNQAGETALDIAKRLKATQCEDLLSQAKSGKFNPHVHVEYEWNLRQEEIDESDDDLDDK
The depositor's hits bear a star; i = inactive; nt = not tested or not shown. Rows are unselected (roughly 4.1% active in at least one column).

PLCg1 inh	MBD2 DNA inh	KLK7 zymogen act	ARFGAP1 inhibitor	PLC-beta3 inh	ADAM17 inh	Tn7 DDE FP	UHRF1 binding	DDE Tn6 FP inh	ASAP1 GAP inh	Compound
1	1	-0.6	4	2	2	-8	0	-2	5	COc1ccc(/C=C/C(=O)OCC(=O)c2ccccc2F)cc1
-12	1	-1.2	-7	-25	-25	2	0	3	-10	CCC(C)NC(=O)CCc1c(C)nc2c(c(C)nn2-c2ccccc2)c1C (stereo unspecified)
0	2	-0.1	-12	4	-2	-1	9	-2	-2	Cc1nnc(SCCn2c(N(C)Cc3ccccc3)nc3c2c(=O)n(C)c(=O)n3C)s1
-6	4	-0.7	9	-9	-7	-4	1	-7	-9	Cc1ccc(-c2ccnc3[nH]n(-c4ccccc4)c(=O)c23)cc1
4	-4	-0.2	-13	5	3	5	-1	1	-10	COc1ccc(C(=O)/C=C/c2ccccc2)c(OC)c1
3	4	0.6	-12	3	1	6	2	-1	-3	CC(C)n1nnnc1SCC(=O)c1ccc2c(c1)OCCO2
2	-4	0.0	-13	5	5	2	-2	-1	0	Cc1cccc(C)c1-n1c(C)cc(/C=N\NC(=O)CC(=O)NC2CCCCC2)c1C
-1	4	-0.1	15	-7	-8	-7	3	0	-5	Cc1cc(O)c(-c2cc(C(=O)Nc3cccnc3)[nH]n2)cc1C
6	1	-0.5	24	5	-1	-11	4	8	-15	CC(C)C[C@H](NC(=O)OC(C)(C)C)C(=O)N[C@@H](CO)[C@H](O)[C@@H]1C[C@@H]1C(=O)N1CCCC1
2	4	0.2	17	3	-3	1	-1	2	-1	O=C(O)c1ccnc(Cl)c1
-1	0	0.6	3	-2	-3	3	-1	5	3	O=C(COC(=O)CN1C(=O)C2CCCCC2C1=O)Nc1cc(F)ccc1F (stereo unspecified)
3	-3	-0.3	-12	-6	0	1	-1	-2	0	COc1cc(S(=O)(=O)Nc2ccc(Br)cc2)ccc1N
-1	-2	0.1	0	2	-3	-1	0	-12	7	O=C(NCc1ccco1)c1scc2c1OCCO2
1	2	0.0	0	2	-4	-6	15	6	-11	Cn1c(=O)c2[nH]c(CCCCc3nc4ccccc4[nH]3)nc2n(C)c1=O
5	0	-0.6	-6	5	3	-2	3	-5	0	C[C@H](NC(=O)[C@@H]1CCCN1C(=O)[C@@H]1CCCN1C(=O)c1ccc(Cl)cc1)c1ccccc1
-12	-4	-0.1	-2	-19	-21	-1	-2	9	-7	CCc1ccc(C(O)c2ncc(-c3cccc4ccccc34)[nH]2)cc1 (stereo unspecified)
5	-2	0.3	4	-17	-2	0	0	3	6	CCn1cc(C(=O)N2CCN(c3ccc(OC)cc3)CC2)c2cc(OC)c(OC)cc2c1=O
0	3	-0.6	-16	-7	2	-1	-3	-4	4	Cc1ccc(Nc2ccc(C(F)(F)F)cc2[N+](=O)[O-])cc1
-60	2	33*	nt	-71	-75	-3	2	-11	nt	Cc1ccc2nc(-c3ccc(NC(=O)CSc4nnc(-c5cc(C)[nH]n5)n4N)cc3)sc2c1
0	3	-0.7	-7	-7	-5	4	-3	-7	-4	Cc1sc2nc(SCc3ccc(C(=O)O)cc3)n(Cc3ccco3)c(=O)c2c1C
5	2	-0.8	10	0	5	-2	1	2	6	Cc1ccc(CNC(=O)CSCc2ccccc2F)cc1
1	0	0.4	-1	4	1	2	6	-6	-1	Cc1nn(C(C)C(=O)O)c(C)c1[N+](=O)[O-] (stereo unspecified)
-1	2	0.4	0	-1	-3	-4	12	-5	11	Cc1csc(-c2cnn(-c3ccccc3)c2NC(=O)c2ccccc2)n1
-3	-3	nt	nt	-5	-1	2	2	-3	nt	CN1C2=N[C@@H](c3ccc4c(c3)OCO4)CC(=O)N2/C(=C\c2ccccc2)[C@@H]1c1ccccc1
-1	1	-0.1	6	-10	-7	7	-1	4	3	CCOc1cc(NC(=S)N2CCC(C(N)=O)CC2)c(C(=O)OC)cc1OCC

PLCg1 inh	MBD2 DNA inh	KLK7 zymogen act	ARFGAP1 inhibitor	PLC-beta3 inh	ADAM17 inh	Tn7 DDE FP	UHRF1 binding	DDE Tn6 FP inh	ASAP1 GAP inh	Compound
3	-6	-0.4	6	2	0	-7	-1	-1	3	NC(=O)COc1ccc(=O)n(-c2ccccc2)n1
-16	-3	-2.2	-11	-14	7	6	-1	6	2	Cc1ccc(C(=O)/C=C/NCc2ccc(F)cc2)cc1
3	-3	0.5	2	1	1	-8	1	1	1	COc1ccc(CCNC2CCc3ccccc3C2)cc1 (stereo unspecified)
2	0	0.1	7	4	0	-4	-1	8	-7	Nc1nnc(SCC(=O)NNC(=O)c2ccccc2F)s1
0	3	-0.1	2	5	-6	-1	-2	-11	12	Cc1cccc(CSc2nc3c(c(=O)[nH]2)CCCC3)c1
-110	0	4.7	9	-170	-40	-9	-2	-4	9	COc1ccc(C(C)n2c(C)c3c(C)nnc(C)c3c2C)cc1 (stereo unspecified)
4	2	0.3	1	0	-3	0	2	9	13	O=C(CCCOc1ccccc1)N1CCN(S(=O)(=O)c2cccs2)CC1
0	-2	0.5	-9	-4	-3	5	-2	12	4	CC(C)NC(=O)C1CCN(C2CCN(C(=O)C3=CCCC3)CC2)CC1
-418	-3	-48	4	-434	i	-5	-2	5	5	CCOC(=O)COc1nc(-c2ccco2)cc(-c2ccco2)c1C#N
i	-2	15*	11	i	-7	5	-8	-2	-4	Cc1ccsc1/C=C1\Oc2cc(O)ccc2C1=O
7	9	0.0	12	-5	-3	1	9	-4	2	CC(=O)c1ccc(S(=O)(=O)N2CCN(C(=O)C3CCCC3)CC2)cc1
-15	2	0.6	-6	-13	-33	-7	-1	1	-5	COc1ccc2[nH]c(=O)c(CN(CC3CCCO3)C(=O)Nc3ccccc3OC)cc2c1 (stereo unspecified)
-1	1	-0.2	-9	-2	-4	0	0	0	2	O=C1NC[C@H](CCCCN2C[C@H](Cc3ccccc3)N(CCc3ccccc3)C(=O)C2=O)N(CCC2CCCCC2)C1=O
0	5	-0.7	8	-3	0	-4	1	-11	-1	CC(C)C1N(C(=O)N(C)C)CCN1S(=O)(=O)c1ccccc1 (stereo unspecified)
2	-5	-0.4	-7	-109	4	3	-1	2	-9	CC(C)c1ccc(NC(=S)NCc2ccc3c(c2)OCO3)cc1
0	0	0.4	-9	-2	-4	3	2	1	-12	COc1ccc(-c2csc(N(CCCN(C)C)C(=O)c3ccc(OC)c(OC)c3)n2)cc1
2	-6	0.0	3	1	-3	-4	-6	-1	5	COc1ccc(-c2nnc(SCc3csc(N)n3)n2C)cc1
-206	-9	-37	-9	-318	-37	23*	-11	4	6	C=CCn1c(=O)[nH]c2nc3cc(N=CN(C)C)c(C)cc3nc2c1=O
0	-2	-0.2	16	-2	-5	-1	4	2	16	COc1ccc(N(CC(=O)N2CCc3ccccc3C2)S(C)(=O)=O)cc1OC
0	2	0.1	1	2	-4	-6	6	-8	8	O=C(NCc1ccco1)C12CC3CC(C1)CC(C(=O)NCc1ccco1)(C3)C2
6	-5	0.7	8	6	7	-6	3	0	7	O=C(CSc1nc2ccccc2c(=O)[nH]1)Nc1ccc([N+](=O)[O-])cc1
1	-2	-0.1	7	6	-2	-3	0	3	-6	CC(C)(C)C(=O)Nc1ccccc1C(=O)N1CCCC1
4	-1	-0.1	4	3	6	-4	1	4	10	CCNc1nc(NCC)nc(SCCOc2ccc(C)cc2)n1
1	2	-0.2	-6	-5	-1	2	-3	-2	3	O=C(NC1CCCCCC1)C(=S)NCc1ccccc1
i	-1	33*	-6	i	i	5	1	-4	9	Cc1ccc(-c2[nH]c(-c3ccc(C(=O)O)cc3)nc2-c2ccccc2)cc1

PLCg1 inh	MBD2 DNA inh	KLK7 zymogen act	ARFGAP1 inhibitor	PLC-beta3 inh	ADAM17 inh	Tn7 DDE FP	UHRF1 binding	DDE Tn6 FP inh	ASAP1 GAP inh	Compound
1	4	-0.3	4	4	-3	2	4	1	6	CC(N)C12CC3CC(C1)CC(C(C)N)(C3)C2 (stereo unspecified)
1	0	0.1	5	2	-1	-2	-6	1	5	COC(=O)c1ccc(/C=C2/SC(=S)N(CCCC(=O)Nc3ccccn3)C2=O)cc1
7	-3	0.2	1	4	6	-5	0	6	-2	CCc1cc(C(=O)NC2CCCN(Cc3ccccc3F)C2)n(C)n1 (stereo unspecified)
0	4	0.6	-6	-10	-3	4	0	13	-19	Cc1ccc(COC(=O)CCCN=C2NS(=O)(=O)c3ccccc32)cc1
1	0	-0.3	8	0	0	2	18	-1	-2	O=C(NC1Cc2ccccc2C1)c1cc(COc2ccc(F)cc2Cl)on1
-328	-1	-125	4	-402	-57	-3	0	-5	4	COc1ccc(OC)c(-n2c(N)c(C(=O)NCC3CCCO3)c3nc4ccccc4nc32)c1 (stereo unspecified)
4	-1	0.2	13	10	5	-7	-1	1	2	O=C(C[C@@H]1C/C=C\CCC(=O)OC[C@H](Cc2ccccc2)NC1=O)N[C@@H](CO)Cc1ccccc1
0	-7	-0.3	4	0	-2	0	-2	-1	11	O=C(CSc1nnc(CSc2nc3ccccc3s2)o1)NC1CCCCC1

An excerpt from above in order of the MBD2 DNA inh value, descending:
Structure	PLCg1 inh	MBD2 DNA inh	KLK7 zymogen act	ARFGAP1 inhibitor	PLC-beta3 inh	ADAM17 inh	Tn7 DDE FP	UHRF1 binding	DDE Tn6 FP inh	ASAP1 GAP inh
Cc1ccc(COC(=O)CCCN=C2NS(=O)(=O)c3ccccc32)cc1	0	4	0.6	-6	-10	-3	4	0	13	-19
O=C(NC1Cc2ccccc2C1)c1cc(COc2ccc(F)cc2Cl)on1	1	0	-0.3	8	0	0	2	18	-1	-2
CCc1cc(C(=O)NC2CCCN(Cc3ccccc3F)C2)n(C)n1 (stereo unspecified)	7	-3	0.2	1	4	6	-5	0	6	-2

Bioassay records from PubChem.
